AmpC no deterg – AmpC beta-lactamase inhibition without detergent | actives 0.52% (n = 330,000) | Potency, µM (titrated, usually from 57.1 µM), for inactives: at the highest dose activity change, negative = inhibition, actives largely listed as inhibitors | AmpC nitrocefin hydrolysis, absorbance 480 nm, 0.0001% Triton | P00811;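 further: potency means the concentration at half of the fitted maximal effect; plate controls were no compound for no effect and no enzyme for full effect; nearly all actives have a fitted effect of over 20% in size; some results filed as inactive show a strong effect at the top dose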
Target sequence (P00811 whole entry, looked up): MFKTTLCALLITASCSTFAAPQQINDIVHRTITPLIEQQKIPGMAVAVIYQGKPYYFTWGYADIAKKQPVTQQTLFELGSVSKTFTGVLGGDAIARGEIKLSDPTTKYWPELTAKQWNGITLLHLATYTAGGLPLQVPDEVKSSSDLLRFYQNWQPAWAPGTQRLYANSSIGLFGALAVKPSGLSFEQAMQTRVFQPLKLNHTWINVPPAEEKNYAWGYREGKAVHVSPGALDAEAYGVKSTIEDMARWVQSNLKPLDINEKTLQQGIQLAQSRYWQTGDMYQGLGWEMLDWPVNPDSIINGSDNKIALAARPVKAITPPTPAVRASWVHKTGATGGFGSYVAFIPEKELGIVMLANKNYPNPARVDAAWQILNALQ
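AmpC (5.3 nM in the dispensed reagent) in 20 mM phosphate pH 7.0 with 0.01% (detergent screen) or 0.0001% Triton X-100 was preincubated with compounds for 15 min at room temperature. Nitrocefin was then added from an 800 uM solution, and hydrolysis was followed at 480 nm.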
TbPYK inhibitor – T. brucei pyruvate kinase inhibition; Q57TT1; TbPYK enzyme, Kinase-Glo Plus ATP luminescence, 45 min; Potency, µM (doses to about 76.8 µM), inactives show at the highest dose activity, negative = inhibition, most hits filed as inhibitors; actives 0.12% (n = 410,000); further: potency means the concentration at half of the fitted maximal effect; nearly all actives have a fitted effect of over 50% in size
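Assay buffer: 50 mM TEA pH 7.2, 100 mM KCl, 10 mM MgCl2, 0.05% BSA, 0.01% Tween-20. Pyruvate kinase from T. brucei plus substrate met compound, then ADP (130 uM final). Luminescence was read post 45 min RT.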
HCMV inh – human cytomegalovirus inhibition | HFF cells, HCMV-luciferase reporter, 72 h; hits give low values | activity change, negative = inhibition, % at 57.5 µM | actives 4.5% (n = 410,000) | AID 1259415; in the data active means activity change below about -60%; inconclusive means no clear call, values can overlap the other calls; inactive means above about -39%
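Inhibition of viral replication was scored as loss of reporter luminescence in HFFs infected with HCMV-luciferase (MOI 1 PFU/cell) for 72 h; compounds tested at 2 doses, normalized to buffer and Salinomycin controls.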
AmpC detergent – blocks E. coli AmpC beta-lactamase in detergent assay; AmpC hydrolysis of nitrocefin, absorbance 480 nm, 0.01% Triton; Potency, µM (titrated, usually from 114 µM), without a hit: top-dose activity change, negative = inhibition, usual class: inhibitors; actives 0.041% (n = 370,000); AID 485294;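 further: potency means the concentration at half of the fitted maximal effect; 0% = no-compound wells and -100% = no-enzyme wells; nearly all actives have a fitted effect of over 25% in size; some results filed as inactive show a strong effect at the top dose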
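20 mM phosphate pH 7.0 + 0.01% (detergent screen) or 0.0001% Triton X-100; 5.3 nM AmpC reagent; cpd preinc 15 min RT; nitrocefin (800 uM stock) to start; A480 q20 s × 4 min; Activity was normalised to no-enzyme and no-compound control wells.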
HCV inhibitor – inhibitors of hepatitis C virus infection; Potency, µM (highest dose often 41.8 µM), for inactives: at the top dose activity change, negative = inhibition, usual class: inhibitors; AID 651820; actives 3.4% (n = 340,000); Huh7.5.1 HCVcc-Cre infection, luciferase reporter, 44 h; further: potency means the concentration at half of the fitted maximal effect
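1,000 cells/well; 4 h culture; + compound; + HCVcc-Cre (~0.5 moi); 44 h; luciferase substrate, RT 15 min; read 15 sec.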
AMA1-RON2 inh – disrupts binding of P. falciparum AMA1 to RON2; actives 0.2% (n = 360,000); Potency, µM (series often up to 58.2 µM), inactives show top-dose activity change, negative = inhibition, most hits filed as inhibitors; AlphaScreen AMA1-biotinylated RON2 peptide binding;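 further: potency means the concentration at half of the fitted maximal effect; 0% = vehicle wells and -100% = peptide control; nearly all actives have a fitted effect of over 45% in size; some results filed as inactive show a strong effect at the top dose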
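AMA1 (3D7) with his tag at 25 nM final met compounds first, then biotinylated RON2 peptide at 25 nM; detection used donor plus acceptor beads, 10 µg/mL apiece, read by AlphaScreen after 30 min at room temperature.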
LmPK inh – blocks Leishmania mexicana pyruvate kinase activity; purified LmPK, Kinase-Glo ATP luminescence, 1 h; Potency, µM (highest dose often 57.5 µM), for the others: at the top dose activity change, negative = inhibition, actives largely listed as inhibitors; actives 0.37% (n = 290,000); AID 1721; further: potency means the concentration at half of the fitted maximal effect
Target sequence (Q27686 whole entry, looked up): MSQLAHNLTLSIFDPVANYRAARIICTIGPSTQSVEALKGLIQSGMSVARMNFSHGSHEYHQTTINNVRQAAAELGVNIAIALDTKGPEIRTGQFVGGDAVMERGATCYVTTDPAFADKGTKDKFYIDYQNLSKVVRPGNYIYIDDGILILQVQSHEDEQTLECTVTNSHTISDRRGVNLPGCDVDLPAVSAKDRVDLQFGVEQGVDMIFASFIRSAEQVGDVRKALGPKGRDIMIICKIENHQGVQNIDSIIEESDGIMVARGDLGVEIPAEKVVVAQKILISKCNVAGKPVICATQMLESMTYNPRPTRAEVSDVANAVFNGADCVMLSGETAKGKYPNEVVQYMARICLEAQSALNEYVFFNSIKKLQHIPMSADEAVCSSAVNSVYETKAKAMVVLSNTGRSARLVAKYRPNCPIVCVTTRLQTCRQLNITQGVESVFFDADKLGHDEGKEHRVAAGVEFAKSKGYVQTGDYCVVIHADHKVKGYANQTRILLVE
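Kinase-Glo luminescence read after 1 h RT reaction of 0.1 nM LmPK with 0.5 mM PEP and 0.1 mM ADP. Activity scaled between uninhibited and enzyme-free controls.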
* = called active by the depositor; & = joins results of further samples; [ ] = another dose, or the depositor's remark. Unless noted, the call rests on the fitted dose curve; in most records, active means well fitted curve in the direction sought with a large enough effect; inconclusive means small, poorly fitted or top-dose-only effect, or another doubt; inactive means no such curve, though single readings can be large; an effect the other way counts as inactive or inconclusive. Unless noted, on the % scale 0 is the no-effect control and ±100 the full control effect. Rows were taken by chance. Share with any hit: about 7.5%.

Screening CCN(CC)CCNC(=O)c1ccc(NC(=O)Cc2ccccc2F)cc1 returned AmpC no deterg -24%, TbPYK inhibitor 3%, HCMV inh -8, AmpC detergent 0%, HCV inhibitor -10%, AMA1-RON2 inh -4% and LmPK inh 4%.
Screening COc1ccccc1C1CC(c2cccs2)=Nc2ccccc2S1 (stereo not drawn) returned AmpC no deterg -22%, TbPYK inhibitor -5%, HCMV inh 17, AmpC detergent inconclusive, HCV inhibitor inconclusive, AMA1-RON2 inh inconclusive and LmPK inh -5%.
`CCOC(=O)C1(C)/C(=N/Nc2ccc(Cl)cc2)C(=O)C(=O)N1c1ccccc1` (stereo not drawn) gave AmpC no deterg -34%, TbPYK inhibitor -7%, HCMV inh 42, AmpC detergent -1%, HCV inhibitor 8%, AMA1-RON2 inh 3% and LmPK inh 2%.
`COc1ccccc1-c1nn(Cc2ccccc2)cc1C(=O)N1CCN(c2ncccn2)CC1` gave AmpC no deterg 159%[activator], TbPYK inhibitor 3%, HCMV inh -36, AmpC detergent -5%, HCV inhibitor 1% and AMA1-RON2 inh -2%.
For CN(C(=O)c1c2c(nc3ccccc13)C(=O)N(C1CCCCC1)C2)c1ccc(F)cc1 the results were TbPYK inhibitor 1%, HCMV inh 29 and AmpC detergent 4%.
Screening COc1nc(NCCO)nc(Nc2ccc([N+](=O)[O-])cc2)n1 returned AmpC no deterg -6%, TbPYK inhibitor -1%, HCMV inh 47, AmpC detergent -2%, HCV inhibitor 20%, AMA1-RON2 inh -8%[2.32 µM] and LmPK inh -6%.
COc1cccc(Cn2c(NCc3ccco3)nc3c2c(=O)n(C)c(=O)n3C)c1 was read as AmpC no deterg 0%, TbPYK inhibitor -17%, HCMV inh -98*, AmpC detergent -10%, HCV inhibitor inconclusive, AMA1-RON2 inh -7% and LmPK inh 7%.
Cc1cccc(C)c1NS(=O)(=O)c1ccc(F)cc1 was read as AmpC no deterg -36%, TbPYK inhibitor -6%, HCMV inh 9, AmpC detergent -14%, HCV inhibitor 14%, AMA1-RON2 inh 5% and LmPK inh 2%.
Screening O=C(/C=C/c1ccccc1)NC(=S)Nc1ccc(N2CCOCC2)c(Cl)c1 returned AmpC no deterg -20%, TbPYK inhibitor 9%, HCMV inh -21, AmpC detergent -1%, HCV inhibitor 19%, AMA1-RON2 inh -2% and LmPK inh 5%.
For COC1OC(COCc2ccccc2)C(N)C(OCc2ccccc2)C1OCc1ccccc1 (stereo not drawn) the results were TbPYK inhibitor 1%, HCMV inh -5, HCV inhibitor -14% and AMA1-RON2 inh 0%.

Structures listed so far containing a carbonyl joined to an NH by a bond outside any ring, in the order listed:
Screening CCN(CC)CCNC(=O)c1ccc(NC(=O)Cc2ccccc2F)cc1 returned AmpC no deterg -24%, TbPYK inhibitor 3%, HCMV inh -8, AmpC detergent 0%, HCV inhibitor -10%, AMA1-RON2 inh -4% and LmPK inh 4%.
Screening O=C(/C=C/c1ccccc1)NC(=S)Nc1ccc(N2CCOCC2)c(Cl)c1 returned AmpC no deterg -20%, TbPYK inhibitor 9%, HCMV inh -21, AmpC detergent -1%, HCV inhibitor 19%, AMA1-RON2 inh -2% and LmPK inh 5%.

(next part)
For COc1cc(-c2nc(CN3CCN(C(=O)c4ccco4)CC3)c(C)o2)ccc1F the results were AmpC no deterg 160%[activator], TbPYK inhibitor 1%, HCMV inh -28, AmpC detergent 7%, HCV inhibitor inconclusive, AMA1-RON2 inh -7% and LmPK inh 9%.
`O=C(N/N=C/c1cccc(Br)c1)c1ccc(Br)cc1` gave AmpC no deterg -15%, TbPYK inhibitor 0%, HCMV inh 0, AmpC detergent -16%, HCV inhibitor -16%, AMA1-RON2 inh 11% and LmPK inh 4%.
Screening COc1ccc(CCNC(=O)CSc2nnnn2-c2ccccc2)cc1 returned AmpC no deterg -11%, TbPYK inhibitor 2%, HCMV inh -20, AmpC detergent -11%, HCV inhibitor 0%, AMA1-RON2 inh 19% and LmPK inh -1%.
`Cc1ccc(Cn2nnnc2CN2CCC(O)(c3cccnc3)CC2)cc1` gave AmpC no deterg 11%, TbPYK inhibitor 0%, HCMV inh -20, AmpC detergent -6%, HCV inhibitor 7%, AMA1-RON2 inh -1% and LmPK inh -1%.
COc1cc(C(c2c(C)n(C)n(-c3ccccc3)c2=O)c2c(C)n(C)n(-c3ccccc3)c2=O)cc(Br)c1O was read as AmpC no deterg 117%[activator], TbPYK inhibitor -1%, HCMV inh -16, AmpC detergent -6%, HCV inhibitor 7%, AMA1-RON2 inh -3% and LmPK inh -4%.
COc1ccccc1-c1nn2c(=O)cc(CN3CCN(S(=O)(=O)c4ccc(C)cc4)CC3)nc2s1 was read as TbPYK inhibitor 1%, HCMV inh 9 and AmpC detergent -2%.
COc1ccc(-c2ccc(NS(=O)(=O)c3cccc(Cl)c3)cc2)nn1 was read as TbPYK inhibitor -6%, HCMV inh -33 and AmpC detergent 17%.
For Nc1cc(=O)nc(SCc2ccccc2)n1Cc1ccco1 the results were AmpC no deterg -30%, TbPYK inhibitor 2%, HCMV inh 33, AmpC detergent 0%, HCV inhibitor -4%, AMA1-RON2 inh -16% and LmPK inh -9%.
Screening CN(CC(=O)Nc1ccc(Cl)c(C(F)(F)F)c1)C(=O)Cc1cccs1 returned AmpC no deterg -5%, TbPYK inhibitor 0%, HCMV inh -32, AmpC detergent -7%, HCV inhibitor -10%, AMA1-RON2 inh -8% and LmPK inh -2%.
Screening Cc1ccc(Nc2nc3c(S(=O)(=O)c4ccccc4)nnn3c3ccc(Cl)cc23)c(C)c1 returned TbPYK inhibitor 2%, HCMV inh 1 and AmpC detergent 12%.
Screening Cc1ccc(Cl)cc1NC(=O)c1oc2ccc(S(=O)(=O)N3CCCCCC3)cc2c1C returned TbPYK inhibitor -8%, HCMV inh -12 and AmpC detergent 4%.
`CCOc1ccc(NC(=O)CNC(=O)c2ccc(OC)c(OC)c2)cc1` gave TbPYK inhibitor -6%, HCMV inh 72, AmpC detergent 3%, HCV inhibitor 21%, AMA1-RON2 inh 3% and LmPK inh -5%.
`S=c1[nH]ccn1-c1cccc(Cl)c1` gave AmpC no deterg -4%, TbPYK inhibitor inconclusive, HCMV inh -36, AmpC detergent inconclusive, HCV inhibitor -36%, AMA1-RON2 inh -5%[11.6 µM] and LmPK inh inconclusive.
O=C(C[C@@H]1C[C@H]2c3cc(NC(=O)C4CCC4)ccc3O[C@H]2[C@@H](CO)O1)NCc1ccc(-c2ccccc2)cc1 was read as TbPYK inhibitor 4%, HCMV inh -34 and AMA1-RON2 inh -5%.
Screening COc1ccc(CN2CCC(n3nccc3NC(=O)C3CC3)CC2)c(Cl)c1OC returned AmpC no deterg -3%, TbPYK inhibitor 5%, HCMV inh -12, AmpC detergent 6%, HCV inhibitor -14%, AMA1-RON2 inh 15% and LmPK inh -3%.
`Cc1ccc(-c2cn3nc(N4CCC(C(=O)Nc5ccccc5C)CC4)sc3n2)cc1` gave TbPYK inhibitor 0%[15.4 µM], HCMV inh 0 and AmpC detergent 11%.
COc1cccc(-c2nc(CC(=O)O)cs2)c1OC was read as AmpC no deterg -12%, TbPYK inhibitor 6%, HCMV inh 6, AmpC detergent -3%, HCV inhibitor inconclusive, AMA1-RON2 inh -8% and LmPK inh 0%.
Screening COC(=O)[C@@]1(Cc2ccc(F)cc2)[C@H]2c3cc(C(=O)N(C)C)n(Cc4ccccn4)c3C[C@H]2CN1C(=O)c1ccccc1 returned AmpC no deterg 294%[activator], TbPYK inhibitor -5%, HCMV inh 4, AmpC detergent inconclusive, HCV inhibitor 12%, AMA1-RON2 inh -4% and LmPK inh -1%.
Screening CC(C(=O)NC(C)(C)C)N(Cc1cccs1)C(=O)CCN1CCc2ccccc21 (stereo not drawn) returned AmpC no deterg 94%[activator], TbPYK inhibitor -12%, HCMV inh 3, AmpC detergent -4%, HCV inhibitor -5%, AMA1-RON2 inh inconclusive and LmPK inh 8%.
Screening CC(C)c1ccc(NCCC(=O)c2ccc(Br)cc2)cc1 returned AmpC no deterg -14%, TbPYK inhibitor -18%, HCMV inh -31, AmpC detergent inconclusive, HCV inhibitor 12%, AMA1-RON2 inh -6% and LmPK inh 3%.
For Cc1ccc(C(=O)N2CCN(S(=O)(=O)c3ccccc3[N+](=O)[O-])C2)cc1 the results were AmpC no deterg -21%, TbPYK inhibitor 8%, HCMV inh -6, AmpC detergent 0%, HCV inhibitor -15%, AMA1-RON2 inh 17% and LmPK inh -5%.
CCSc1ccc(-c2ccc(C)cc2)nn1 was read as AmpC no deterg -12%, TbPYK inhibitor -4%, HCMV inh 155, AmpC detergent inconclusive, HCV inhibitor 23%, AMA1-RON2 inh -8% and LmPK inh -6%.
CSc1ncc(C(=O)Nc2ccc(Cl)cc2)c(C)n1 was read as AmpC no deterg -6%, TbPYK inhibitor -8%, HCMV inh -7, AmpC detergent -3%, HCV inhibitor -29%, AMA1-RON2 inh -3% and LmPK inh -4%.
`CCC(=NCCC1=CCCCC1)c1c(O)[nH]c(=O)[nH]c1=O` gave AmpC no deterg -18%, TbPYK inhibitor 7%, HCMV inh 1, AmpC detergent -8%, HCV inhibitor -1%, AMA1-RON2 inh 1% and LmPK inh 2%.
For CCC[C@@H]1C[C@@H](C(=O)NC(C(C)Cl)[C@H]2O[C@H](SC)[C@H](O)[C@@H](O)[C@H]2O)N(C)C1 (stereo partly drawn) the results were AmpC no deterg 18%, TbPYK inhibitor -2%, HCMV inh -26, AmpC detergent -8%, HCV inhibitor 9%, AMA1-RON2 inh -10% and LmPK inh -8%.
Screening CCCNC(=O)c1ccccc1NC(=O)CN(c1ccccc1OCC)S(C)(=O)=O returned AmpC no deterg -11%, TbPYK inhibitor -8%, HCMV inh 22, AmpC detergent 1%, HCV inhibitor 22%&22%, AMA1-RON2 inh -11% and LmPK inh -8%.
CCN(CCn1cccn1)C(=O)c1cc(COc2ccccc2SC)on1 was read as AmpC no deterg 46%, TbPYK inhibitor -4%, HCMV inh 85, AmpC detergent 1%, AMA1-RON2 inh 14% and LmPK inh -5%.
`CC(Sc1nccn1C)C(=O)c1c(N)n(C)c(=O)n(C)c1=O` (stereo not drawn) gave AmpC no deterg -5%, TbPYK inhibitor -1%, HCMV inh 6, AmpC detergent 0%, HCV inhibitor -12% and AMA1-RON2 inh 18%.
Screening OC1CCCC1 returned AmpC no deterg -11%, TbPYK inhibitor -11%, HCMV inh -14, AmpC detergent -1%, HCV inhibitor 10% and AMA1-RON2 inh -1%.
Screening COc1ccccc1C=NN=Cc1ccccc1OC returned TbPYK inhibitor 0%, HCMV inh 9, HCV inhibitor 27% and AMA1-RON2 inh -12%.
